High-throughput results: PubChem BioAssay, several laboratories
SRC1 inh: SRC1 coactivator transcriptional activity inhibitors, primary screen, cell-based, luminescence. Nuclear receptor coactivator 1 (Homo sapiens), Q15788. HEK293 GAL4-SRC1 luciferase reporter. inhibition, % at 3.6 µM. 0.12% of 360,000 active;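 active = inhibition above the campaign mean plus 3 SD, with each screening campaign given its own cutoff, cut at about 60% in these data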;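 also: 0% = DMSO treated cells and 100% = gossypol at 36 µM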
NR5A2 inv ag: LRH-1 (NR5A2) inverse agonists, primary screen, cell-based, luminescence, HEK293T, StAR-luciferase reporter | Nuclear receptor subfamily 5 group A member 2 (Homo sapiens), O00482 | LRH-1 transfected, 24 h | inhibition, % at 3.6 µM | 0.13% of 360,000 active | AID 602396, 2012;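 active = inhibition above the mean inhibition of all tested compounds plus 3 SD, cut at about 73% in these data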;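 also: 0% = DMSO wells and 100% = reporter-only cells lacking LRH-1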
Target sequence (O00482 whole entry, looked up): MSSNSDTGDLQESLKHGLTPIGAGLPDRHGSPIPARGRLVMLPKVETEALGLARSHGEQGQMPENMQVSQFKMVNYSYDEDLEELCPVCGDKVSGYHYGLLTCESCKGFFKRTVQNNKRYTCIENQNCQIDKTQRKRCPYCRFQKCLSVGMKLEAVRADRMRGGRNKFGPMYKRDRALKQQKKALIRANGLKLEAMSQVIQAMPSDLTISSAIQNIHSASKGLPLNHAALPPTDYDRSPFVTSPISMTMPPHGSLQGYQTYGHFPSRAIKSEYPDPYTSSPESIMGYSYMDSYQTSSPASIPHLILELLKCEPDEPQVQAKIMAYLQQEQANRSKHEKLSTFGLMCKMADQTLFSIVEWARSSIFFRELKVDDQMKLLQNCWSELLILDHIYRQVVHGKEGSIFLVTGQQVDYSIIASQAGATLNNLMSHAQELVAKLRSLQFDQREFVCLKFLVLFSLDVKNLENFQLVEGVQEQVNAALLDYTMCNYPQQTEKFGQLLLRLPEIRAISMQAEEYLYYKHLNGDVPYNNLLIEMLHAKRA
EBV LMP1 NFkB: EBV LMP1-driven NF-kappaB luciferase reporter inhibitors, primary screen, cell-based, luminescence, single point; LMP1-induced NF-kappaB luciferase reporter cells; inhibition, % at 12.5 µM; 0.69% of 350,000 active; in the data active = inhibition above about 41%;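 also: 0% = neutral control wells and 100% = reference inhibitor control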
COUP-TFII inh: NR2F2 transcriptional activity inhibitors, primary screen, cell-based, luciferase reporter, HEK293T, luminescence | HEK293T NGFI-A luciferase reporter | 0.7% of 370,000 active | inhibition, % at 8.6 µM;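 active = inhibition above a per-plate cutoff, mean inhibition of test wells between control levels plus 3 SD, cut at about 38% in these data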;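 also: cells cotransfected with COUP-TFII expression vector driving the NGFI-A reporter; 0% = median of COUP-TF2 test wells and 100% = reporter-only cells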
Target sequence (P24468 whole entry, looked up): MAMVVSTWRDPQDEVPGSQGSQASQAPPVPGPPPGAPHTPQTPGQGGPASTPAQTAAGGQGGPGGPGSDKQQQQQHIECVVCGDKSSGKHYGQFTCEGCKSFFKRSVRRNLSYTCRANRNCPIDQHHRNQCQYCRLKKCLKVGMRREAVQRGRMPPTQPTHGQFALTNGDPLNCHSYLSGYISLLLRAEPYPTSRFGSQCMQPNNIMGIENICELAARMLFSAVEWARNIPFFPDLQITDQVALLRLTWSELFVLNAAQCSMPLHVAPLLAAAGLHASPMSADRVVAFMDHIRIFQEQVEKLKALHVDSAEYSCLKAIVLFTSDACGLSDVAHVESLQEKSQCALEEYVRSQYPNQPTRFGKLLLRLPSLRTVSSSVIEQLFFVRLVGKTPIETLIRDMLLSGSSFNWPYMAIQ
KKLEB tox: cytotoxicity in KKLEB CF airway cells, primary screen, cytotoxicity control for CF NF-kB inhibitor project, cell-based, uHTS, fluorescence assay plates; KKLEB CF airway cells viability, ATPlite luminescence, overnight; hits give low values; cells stimulated with P. aeruginosa culture filtrate; activity change (cytotoxicity), % at 5 µM; 0.36% of 360,000 active;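 active = corrected activity change at or below -50% at 5 µM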
Shn3 3UTR inh: reduction of Shn3 3'UTR firefly luciferase signal, primary screen, Schnurri-3 inhibitor project, cell-based, Clone20 osteoblasts, set 2. 0.52% of 360,000 active. Clone20 osteoblast Shn3 3'UTR firefly luciferase, 24 h. AID 588674, 2011. inhibition, % at 12.5 µM;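 active = mean inhibition of at least 75% with every replicate also reaching 75%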;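 also: 0% = median of neutral control wells and 100% = pilot-screen positive control compound; some compounds past the cut are filed as inactive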
TROY signal inh: inhibitors of TROY-driven NF-kB signaling, primary screen, Q293 LMP1-TROYcd cells, NF-kB luciferase, uHTS. Q293 LMP1-TROYcd NF-kB luciferase reporter, 4 h. inhibition, % at 10 µM. 0.98% of 360,000 active. AID 1347056, 2019;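 active = compounds whose plate-normalised and pattern-corrected inhibition of the luciferase reporter signal at the single screening dose is 50% or more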
NCOA3 inh: SRC3 coactivator transcriptional activity inhibitors, primary screen, cell-based, luminescence | 0.17% of 360,000 active | inhibition, % at 3.6 µM | HEK293 GAL4-SRC3 luciferase reporter;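 active = inhibition above a per-campaign cutoff, the mean of all compounds plus 3 SD, cut at about 60% in these data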;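 also: 0% = DMSO-treated cells and 100% = gossypol-treated cells at 36 µM; higher means less SRC3-driven luciferase light from the GAL4 reporter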
TWEAK-Fn14 inh: inhibitors of TWEAK-Fn14 signaling, primary screen, luciferase reporter cells, uHTS; inhibition, % at 10 µM; AID 1159606, 2016; 2% of 360,000 active; TWEAK-stimulated Fn14 reporter cells, luciferase luminescence, 8 h; in the data active = inhibition above about 50%
CF NFkB block: inhibitors of PAF-induced NF-kB signaling, primary screen, cell-based, GFP fluorescence, uHTS; KKLEB NF-kB-GFP reporter, GFP fluorescence overnight; inhibition, % at 5 µM; 0.86% of 360,000 active; AID 588850, 2011;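 active = at least 50% inhibition at 5 µM, scaled per plate between neutral and stimulator controls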;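 also: PAF is a Pseudomonas aeruginosa culture filtrate used as stimulus; plate controls were PAF-stimulated DMSO wells for no effect and unstimulated DMSO wells for full effect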
C8 TRAIL sens: viability loss with TRAIL in NB7+C8 cells, primary screen, TRAIL sensitizer project, cell-based, ATPlite luminescence; inhibition (viability loss, TRAIL sensitization), % at 10 µM; 1% of 360,000 active; AID 624354, 2012;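 active = compounds causing at least 50% loss of cell viability in the single-dose screen, relative to plate controls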
Active calls of the source: *; / = no result given. A portion of the library; count on the stated rates, not on these rows.

SMILES	SRC1 inh	NR5A2 inv ag	EBV LMP1 NFkB	COUP-TFII inh	KKLEB tox	Shn3 3UTR inh	TROY signal inh	NCOA3 inh	TWEAK-Fn14 inh	CF NFkB block	C8 TRAIL sens
NNC(=O)c1cc2nc(-c3cccs3)cc(C(F)(F)F)n2n1	-2.7	-11.4	8.0	5.9	-5.0	1.0	5.5	6.2	-16.0	7.8	-2.6
COc1ccc(/C=C/C(=O)Nc2ccccc2F)cc1S(=O)(=O)N1CCOCC1	-34.0	-1.4	5.5	12.5	4.1	-16.4	1.0	-1.5	15.2	-7.9	1.2
CC(=O)Nc1c(Cl)c2c(c(Cl)c1Br)-c1ccc(Cl)cc1C2	-31.8	22.8	-5.5	21.2	10.8	-8.0	-5.0	-7.3	-3.9	-8.1	-0.3
CCn1c(C(O)c2ccc3c(c2)OCO3)nc2ccccc21 (stereo not drawn)	-6.6	18.8	-8.1	14.1	4.1	12.1	6.0	12.0	1.8	-10.5	6.6
COC1C(C)=C(C)C(=O)N1Cc1ccc(F)cc1 (stereo not drawn)	6.1	-7.2	3.4	5.1	-13.5	4.3	-4.9	5.8	3.2	2.9	-22.5
CC(C)CN(C(=O)COc1ccc(-c2nnco2)cc1)C1CCS(=O)(=O)C1 (stereo not drawn)	-0.4	4.6	0.2	-1.9	-2.4	0.5	15.3	3.0	-7.8	-16.2	2.5
COc1cc(Cl)c(C)cc1NC(=O)c1ccccc1NC(=O)CN1CCN(c2ccccn2)CC1	-2.4	-1.0	-2.9	-3.2	-6.4	4.0	-7.4	-6.1	-17.4	11.4	20.7
O=C(NCCN1CCOCC1)c1ccc(Cl)c(S(=O)(=O)N2CCCCCC2)c1	-6.1	9.0	9.3	19.0	-2.8	9.3	/	6.0	66.0*	7.6	-9.8
O=[N+]([O-])c1ccc(N2CCNCC2)cc1NCc1cccnc1	-5.9	4.9	6.5	-3.0	-6.9	1.3	18.7	-12.7	-19.4	-4.9	-5.3
Cc1ccc(NC(=O)CC(C)S(=O)(=O)c2ccc3c(c2)NC(=O)CO3)cc1C (stereo not drawn)	-33.6	-10.7	2.4	-4.7	6.0	16.3	-2.3	-12.0	2.1	23.5	2.0
Fc1ccccc1C1c2[nH]c3ccccc3c2CCN1Cc1cccn1-c1ncccn1 (stereo not drawn)	-3.0	-16.2	-25.0	-7.5	8.2	20.6	8.4	9.2	18.1	1.3	3.1
CN(C)CCCN(C(=O)c1ccc(S(=O)(=O)N2CCCCCC2)cc1)c1nc2ccc(F)cc2s1	-8.8	-10.3	-5.3	-11.6	4.9	-4.9	-10.2	-3.7	-20.8	-5.3	11.3
CCN(CC)CCNC(=O)c1cn(CC)c2cc(N3CCN(C(=O)c4ccco4)CC3)c(F)cc2c1=O	4.5	-15.8	-4.4	-45.2	4.6	14.0	12.1	5.0	-7.8	-3.6	-11.3
COC(=O)[C@@]12CCCN1[C@H](c1ccc(-c3ccc(C(C)=O)cc3)c(OC)c1)[C@H]1C(=O)N(C)C(=O)[C@H]12	-13.3	11.0	-9.9	0.7	13.8	-10.1	-16.8	12.3	-35.2	-18.6	7.1
Cc1ccc(S(=O)(=O)NC2(C(F)(F)F)NC(=O)N(CCc3ccccc3)C2=O)cc1 (stereo not drawn)	-15.3	14.7	4.0	-6.0	-4.2	8.1	-4.6	0.5	-7.7	10.6	-11.8
Clc1ccccc1-c1ccc(/C=N/n2cnnc2)o1	18.4	21.3	2.1	-0.8	12.4	2.4	-27.9	-11.6	-15.7	-1.3	8.5
COC(C[C@H](O)CC(=O)COCc1ccccc1)OC	-8.0	19.9	-3.6	7.6	-5.2	7.5	-20.6	-4.1	11.3	14.0	-10.6
CCS(=O)(=O)N1Cc2ccccc2CC1C(=O)Nc1cc(S(C)(=O)=O)ccc1Cl (stereo not drawn)	-6.2	17.3	4.3	-2.9	3.4	4.7	-1.9	-6.0	-17.7	24.9	-4.1
CCn1cc(C(=O)N2CCN(c3ccc([N+](=O)[O-])cc3)CC2)c(=O)c2ccc(C)nc21	-59.1	18.8	-0.3	6.6	5.9	-18.5	11.8	-5.5	-33.1	-17.5	-1.6
CCOC(=O)N1CCN(C(=O)c2cccc(NC(=O)c3ccco3)c2)CC1	3.1	0.7	3.9	-8.3	-1.2	10.9	-1.4	17.8	-1.5	0.8	-2.5
CC(=O)NC(CSc1cc(C)nc2ccc(Br)cc12)C(=O)O (stereo not drawn)	-8.6	-11.6	-3.1	-11.9	9.6	3.4	5.4	5.7	-2.8	-0.9	3.1
COc1cccc(-c2ncc3ccccn23)c1	-65.0	-68.0	-8.3	-20.3	-10.3	-102.9	-35.6	-77.2	-7.5	-1.6	4.8
O=C(CN1C(=O)NC2NC(=O)NC21)NN=C1CCCC1 (stereo not drawn)	9.6	4.5	-1.0	12.8	-3.2	-21.4	1.0	9.2	23.6	-1.2	-3.1
CCOc1ccc2[nH]c(=O)c(CN(Cc3ccc(C)cc3)C(=O)N3CCCC3)cc2c1	-7.1	5.4	2.8	2.2	-1.7	30.4	-8.0	-25.8	4.8	-6.8	-0.3
COCCCNC(=O)CN(Cc1ccccc1)S(=O)(=O)c1ccccc1	-2.6	10.0	-2.2	8.3	4.6	-8.5	-8.3	-4.5	11.3	11.7	-6.4
CCOC(=O)C(CCC(=O)O)(CCC(C)C)c1csc(N)n1 (stereo not drawn)	-3.2	-3.4	12.1	-22.8	5.5	3.3	-1.0	7.2	8.5	2.2	0.1
COc1ccc2[nH]c(=O)c(CN(CC3CCCO3)C(=S)Nc3ccc(C)cc3)cc2c1 (stereo not drawn)	-65.4	7.0	1.8	14.0	-0.9	-0.1	-83.1	24.7	-19.0	15.3	-15.5
CC(C(=O)O)N(C(=O)c1ccccc1)c1ccc(F)cc1 (stereo not drawn)	-1.0	4.8	4.5	25.9	5.3	-59.9	22.1	3.5	2.3	13.7	-5.7
N#Cc1ccc(N2CCN(c3ccc(F)cc3)CC2)cc1	-10.6	-12.2	3.3	-5.8	0.1	19.8	13.6	-3.0	7.5	-0.4	4.7
C[C@H](CO)N1C[C@H](C)[C@@H](CN(C)C(=O)Nc2ccccc2)Oc2c(NS(=O)(=O)c3cn(C)cn3)cccc2C1=O	-45.7	-16.9	-1.9	1.8	-5.1	-1.6	-7.8	13.9	-7.1	6.9	3.3
CCOC(=O)c1[nH]c2ccc(OC)cc2c1N=CN(C)C	2.7	-16.3	-3.5	-2.4	1.7	8.9	0.5	-0.8	8.9	-8.6	-1.2
CCOC(=O)c1cnn(-c2ccccc2)c1-n1cccc1C(=O)C(=O)Nc1ccc(OC)cc1	-3.2	2.8	3.6	2.0	10.2	4.9	5.7	-7.4	-4.6	-8.1	6.6
C=CCn1c(=O)/c(=C2/SC(C)=C(C)N2CC)s/c1=C1/C(=O)N(CC)C(=S)N1c1ccccc1	-1.6	-9.2	3.0	-2.2	9.1	30.3	/	16.2	-13.1	-14.6	-2.7
CN(C)S(=O)(=O)c1cccc(NC(=O)c2ccccc2OCc2ccc(F)cc2)c1	16.8	19.6	-6.2	17.2	-17.3	21.7	-26.7	2.6	-33.4	32.2	2.1
Cc1ccc(C(=O)NC2(O)C(=O)c3ccccc3C2=O)cc1C	-9.9	9.4	5.5	11.4	-3.3	-4.9	9.3	25.7	-10.6	7.8	-1.7
CC1CCCC(NC(=S)Nc2cccc(S(=O)(=O)N(C)C)c2)C1C (stereo not drawn)	-3.7	-11.1	6.1	6.2	-5.5	2.9	-0.4	7.2	18.6	-15.3	-11.0
COCCNc1nc(C)cc(-c2cc(C(=O)Nc3ccccc3)on2)n1	-3.5	5.3	-2.3	/	-7.0	2.4	-13.8	-2.4	-15.2	12.6	1.1
O=C(O)C(Cc1ccccc1)N=C(NS(=O)(=O)c1ccccc1)c1ccccc1 (stereo not drawn)	9.8	-2.9	-0.9	4.8	-4.8	8.5	-1.5	4.3	-1.9	8.7	21.1
COc1ccc(Cc2nnc(NC(=O)c3ccc(C)cc3)s2)cc1OC	8.0	0.0	-3.6	-10.6	-1.2	-14.5	9.3	-5.4	0.5	0.0	-1.7
Cc1cccc(N=C2C(=O)Nc3c(Cl)cccc32)c1	-23.8	-9.7	-11.4	-16.2	-3.4	-25.4	-26.6	-8.4	-4.0	1.9	1.6
COc1ccccc1P(=O)(c1ccccc1)c1ccccc1NC(C)=O (stereo not drawn)	6.1	-3.9	-13.7	14.3	-1.7	15.8	-9.5	10.4	11.3	10.1	-8.3
COc1cccc(NC(=O)C(C)C)c1	-11.0	12.9	7.6	-6.8	-0.7	3.9	-10.3	13.8	5.7	18.9	-14.1
CCOC(=O)c1c(C)[nH]c(C(=O)CSc2nnc(-c3cccs3)n2Cc2ccccc2)c1C	-0.8	4.4	0.4	14.8	-44.9	25.1	-1.8	4.8	-54.0	22.6	13.9
O=C1NCCN1CCNS(=O)(=O)c1ccccc1[N+](=O)[O-]	13.6	1.4	4.8	2.5	-0.2	-24.4	-7.5	10.1	-4.2	-5.9	-6.3
O=C1CCC(=O)N1OCCCOc1ccc2c(c1)CCC2	-13.6	-33.0	0.5	10.3	-10.3	-9.5	-17.0	-19.4	-18.5	19.6	-1.6
Cc1ccc(-n2ncc(C(=O)N3CCN(C(=O)c4ccco4)CC3)c2-n2cccc2)cc1	14.1	16.6	7.9	17.2	-10.7	21.7	-18.4	9.2	-27.6	10.4	6.8
CC(C)(C)C(=O)Nc1nnc(CC(=O)NCc2ccccc2)s1	3.4	-4.2	-3.1	27.9	-11.9	-4.7	4.3	-4.5	-5.8	14.3	-3.2
O=C(c1ccco1)N(Cc1cccs1)C1CCS(=O)(=O)C1 (stereo not drawn)	6.3	-16.2	8.4	-7.8	-0.1	-8.2	0.8	18.1	-23.1	-5.5	-0.8

Rewritten field by field: 2 of the compounds above
> COc1ccc(Cc2nnc(NC(=O)c3ccc(C)cc3)s2)cc1OC
- SRC1 inh: 8.0
- NR5A2 inv ag: 0.0
- EBV LMP1 NFkB: -3.6
- COUP-TFII inh: -10.6
- KKLEB tox: -1.2
- Shn3 3UTR inh: -14.5
- TROY signal inh: 9.3
- NCOA3 inh: -5.4
- TWEAK-Fn14 inh: 0.5
- CF NFkB block: 0.0
- C8 TRAIL sens: -1.7
> CCOC(=O)c1c(C)[nH]c(C(=O)CSc2nnc(-c3cccs3)n2Cc2ccccc2)c1C
- SRC1 inh: -0.8
- NR5A2 inv ag: 4.4
- EBV LMP1 NFkB: 0.4
- COUP-TFII inh: 14.8
- KKLEB tox: -44.9
- Shn3 3UTR inh: 25.1
- TROY signal inh: -1.8
- NCOA3 inh: 4.8
- TWEAK-Fn14 inh: -54.0
- CF NFkB block: 22.6
- C8 TRAIL sens: 13.9
